# Compound activity as filed in PubChem BioAssay.
# iPSC survival up: enhancers of human iPSC single-cell survival; hiPSC single-cell survival, ATPlite luminescence; 100% = ROCK inhibitor wells, 0% = DMSO; survival enhancement, % at 20 µM; hit rate 0.044% among 360,000; AID 602274; in the data active = survival enhancement above about 18%;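 note: cells exposed to compounds for 16 hours before the ATP read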
# NR2E3 ag: human photoreceptor-specific nuclear receptor agonism | hit rate 0.35% among 360,000 | CHO-S Gal4-NCOR/VP16-NR2E3 two-hybrid, luciferase | inhibition of corepressor binding, % at 3.98 µM;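 active = inhibition above the mean of all tested compounds plus 3 SD, cut at about 70% in these data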;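 note: 0% = DMSO with NR2E3 transfected cells and 100% = cells lacking NR2E3 construct; higher means lower luciferase signal from less NR2E3 corepressor binding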
# Target sequence (Q9Y5X4 whole entry, looked up, the tested form may be a part): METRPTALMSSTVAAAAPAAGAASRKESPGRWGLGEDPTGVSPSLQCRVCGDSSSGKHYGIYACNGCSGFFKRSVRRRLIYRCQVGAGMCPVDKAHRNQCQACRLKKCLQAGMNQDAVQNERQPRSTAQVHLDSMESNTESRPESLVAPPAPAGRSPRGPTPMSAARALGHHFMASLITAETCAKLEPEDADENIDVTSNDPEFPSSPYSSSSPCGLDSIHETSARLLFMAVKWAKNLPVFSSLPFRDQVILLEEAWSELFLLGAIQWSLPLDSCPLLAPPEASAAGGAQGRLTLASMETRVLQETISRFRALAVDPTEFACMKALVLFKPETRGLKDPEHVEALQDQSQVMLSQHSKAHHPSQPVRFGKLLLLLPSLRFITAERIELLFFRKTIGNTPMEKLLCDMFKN
# C8 TRAIL sens: caspase-8 TRAIL sensitization; NB7+C8 cells + TRAIL, ATPlite viability luminescence; inhibition (viability loss, TRAIL sensitization), % at 10 µM; hit rate 1% among 360,000; AID 624354;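 active = compounds causing at least 50% loss of cell viability in the single-dose screen, relative to plate controls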
# HIF-2a inh: HIF-2a inhibition. 786-0 RCC cells HIF-2a reporter, luciferase luminescence, overnight. inhibition, % at 18.8 µM. hit rate 0.72% among 360,000;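 active = inhibition of the luminescence signal of 40% or more relative to plate controls, in a single-dose primary screen at 18.75 µM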
# The depositor's hits bear a star.
1	CCOC(=O)[C@]12CCCC=C1N(Cc1ccc3c(c1)OCO3)C(=O)[C@H](CC(=O)NCCc1ccccc1OC)C2
2	CCOC(=O)Cc1c(-c2cccc(Br)c2)nc2c3ccccc3ccn12
3	CCOC(=O)[C@]12CCC=C1N(Cc1ccco1)C(=O)[C@H](CC(=O)NCCCCc1ccccc1)C2
4	CC1(c2nnnn2Cc2ccccc2)CCC(=O)N1CC1CCCCC1 (configuration not stated)
5	Cc1ccc(Cc2c(C3CCCCC3)nc3c(C)cc(Br)cn23)cc1
6	CN(Cc1ccccc1)C(=O)[C@@H]1CCCN1C(=O)[C@@H]1CCCN1C(=O)c1cccc2ccccc12
7	COC(=O)[C@]12CCCCC=C1N(CCC1=CCCCC1)C(=O)[C@H](CC(=O)NCCCN1CCCC1=O)C2
8	O=C(NC1CCCC1)C1c2ccccc2OCC(=O)N1Cc1ccco1 (configuration not stated)
Assay by compound,1,2,3,4,5,6,7,8
iPSC survival up,-0.8,-0.1,0.3,-0.4,-0.5,1.1,-0.2,0.7
NR2E3 ag,21,-15,-3,-8,19,9,-6,2
C8 TRAIL sens,2,8,9,-7,4,0,24,7
HIF-2a inh,9,-102,7,15,13,10,10,11

9	CCCCCCCCN1C(=O)[C@H](CC(=O)NCc2ccc(OC)c(OC)c2)C[C@@]2(C(=O)OC)CCCCC=C12
10	CC1=C(C(=O)N2CCCCCC2)CC(CC(=O)NCCN2CCOCC2)C(=O)N1CCCN1CCCC1=O (configuration not stated)
11	O=C1NC[C@@H](CCCCN2C[C@H](Cc3ccccc3)N(CCc3ccccc3)C(=O)C2=O)N(CCc2ccccc2)C1=O
12	CCOC(=O)[C@]12CCC=C1N(CCC1=CCCCC1)C(=O)[C@H](CC(=O)NCc1cccc(C(F)(F)F)c1)C2
13	CC(C)C[C@H]1CN([C@@H](Cc2ccccc2)CN2CCCC2CN2C(=S)NC[C@@H]2Cc2ccccc2)C(=S)N1CC1CCCCC1 (some centres not stated)
14	NC(=O)c1nnn(Cc2cc(Cl)c(C(=O)c3ccc(Cl)cc3)c(Cl)c2)c1N
15	C[C@@H]1O[C@H](CCc2cccc(Cl)c2)CC2=C1C(=O)OC(C)(C)O2
16	COC(=O)[C@]12CCCCC=C1N(Cc1ccco1)C(=O)[C@H](CC(=O)NCc1ccccc1)C2
Assay by compound,9,10,11,12,13,14,15,16
iPSC survival up,1.9,1.7,-0.3,0.5,-1.3,0.0,1.2,-0.4
NR2E3 ag,-15,4,1,-5,26,91*,4,9
C8 TRAIL sens,-1,5,9,-11,-1,7,-7,1
HIF-2a inh,7,5,4,6,-2,2,4,1

17	CCOC(=O)[C@]12CCCC=C1N(Cc1ccc3c(c1)OCO3)C(=O)[C@H](CC(=O)NCc1ccc(OC)c(OC)c1)C2
18	O=C(NC1CCCCC1)C1c2ccccc2OCC(=O)N1Cc1ccc2c(c1)OCO2 (configuration not stated)
19	CNC(=O)OCc1cocc1COC(=O)NC
20	CC(C)C[C@@H]1O[C@H](CCc2ccccc2)Cc2[nH]c(=S)[nH]c(=O)c21
21	O=C1c2cccc3cccc(c23)C(c2nc3ccccc3[nH]2)N1C1CC1 (configuration not stated)
22	CN1CCN(C2CN(Cc3cn(Cc4ccc(F)cc4)nn3)S(=O)(=O)C2)CC1 (configuration not stated)
23	COC(=O)[C@]12CCCCC=C1N(Cc1ccc(Cl)cc1Cl)C(=O)[C@H](CC(=O)NCc1cccc(C(F)(F)F)c1)C2
24	COC(=O)[C@]12CCCCC=C1N(Cc1ccccc1)C(=O)[C@H](CC(=O)N1CCOCC1)C2
Assay by compound,17,18,19,20,21,22,23,24
iPSC survival up,-0.9,1.0,1.2,-0.6,0.4,1.8,-0.4,0.2
NR2E3 ag,-4,-2,4,28,-10,8,5,-21
C8 TRAIL sens,0,-2,-3,24,-10,24,1,-13
HIF-2a inh,6,1,2,-17,16,10,-9,3

# Entries by screen from above.
# C8 TRAIL sens, compounds 11 to 19, in order: 9, -11, -1, 7, -7, 1, 0, -2, -3
# HIF-2a inh, compounds 11 to 19, in order: 4, 6, -2, 2, 4, 1, 6, 1, 2
# NR2E3 ag, compounds 11 to 19, in order: 1, -5, 26, 91*, 4, 9, -4, -2, 4

# Numbers 21 through 24 from above:
21	O=C1c2cccc3cccc(c23)C(c2nc3ccccc3[nH]2)N1C1CC1 (configuration not stated)
22	CN1CCN(C2CN(Cc3cn(Cc4ccc(F)cc4)nn3)S(=O)(=O)C2)CC1 (configuration not stated)
23	COC(=O)[C@]12CCCCC=C1N(Cc1ccc(Cl)cc1Cl)C(=O)[C@H](CC(=O)NCc1cccc(C(F)(F)F)c1)C2
24	COC(=O)[C@]12CCCCC=C1N(Cc1ccccc1)C(=O)[C@H](CC(=O)N1CCOCC1)C2
Assay by compound,21,22,23,24
iPSC survival up,0.4,1.8,-0.4,0.2
NR2E3 ag,-10,8,5,-21
C8 TRAIL sens,-10,24,1,-13
HIF-2a inh,16,10,-9,3

# Continuation.
25	N#CC1C(=O)NC(=O)C(C#N)C12CCCCC2 (configuration not stated)
26	COC(=O)[C@@]1(Cc2ccc(OC)cc2)[C@H]2c3cc(C(=O)N4CCCC4)n(Cc4ccccn4)c3C[C@H]2CN1C(=O)c1ccccc1
27	Cc1cccc(C)c1-n1nnnc1C1(C)CCC(=O)N1Cc1cccs1 (configuration not stated)
28	O=C(NCCO)OC1CC2CC1[C@H]1CCCCN1C2=O (some centres not stated)
29	COc1ccc(N2CCN(C(c3ccccc3)c3nnnn3C(C)(C)C)CC2)cc1 (configuration not stated)
30	CCCCn1nnnc1C1(C)CCC(=O)N1Cc1ccco1 (configuration not stated)
31	CC1(c2nnnn2Cc2ccccc2)CCC(=O)N1Cc1cccc(C(F)(F)F)c1 (configuration not stated)
32	O=C1NC[C@H](CCCCN2C[C@H](Cc3ccc(O)cc3)N(CCc3ccccc3)C(=O)C2=O)N(CCc2ccc(O)cc2)C1=O
Assay by compound,25,26,27,28,29,30,31,32
iPSC survival up,-2.5,-0.3,0.2,-0.2,0.7,-0.5,-0.5,1.5
NR2E3 ag,23,-1,-28,-20,3,-4,-13,10
C8 TRAIL sens,-4,-2,-17,18,-13,0,2,8
HIF-2a inh,6,4,0,6,-2,7,-7,10

# (more compounds)
# Order of results – iPSC survival up, NR2E3 ag, C8 TRAIL sens, HIF-2a inh
33: CCOC(=O)N1CCN(C(=O)C[C@@H]2C[C@@]3(C(=O)OCC)CCC=C3N(Cc3ccccc3)C2=O)CC1
  0.2, -20, 4, 13
34: O=[N+]([O-])c1ccc2[nH]ccc2c1
  -1.8, 2, -10, -7
35: COc1cc(C=C2C(=O)C=CC2=O)ccc1O
  5.1, 34, 28, 84*
36: N#CCC1(O)C(=O)N(Cc2ccccc2)c2ccccc21 (configuration not stated)
  0.2, -18, 13, 9
37: CC(C)C[C@H]1CN(CCCC[C@H]2CNC(=O)C(=O)N2CCc2ccccc2)C(=O)C(=O)N1Cc1ccccc1
  -0.4, 5, 3, 8
38: CC(C)(C)CNC(=O)c1cc2c(Br)ccc(Br)c2nc1N
  -0.6, -14, 6, 9
39: O=C(NCc1ccncc1)[C@@H]1CCCN1C(=O)[C@@H]1CCCN1C(=O)c1c(F)cccc1F
  -0.6, -9, -9, 9
40: COc1cccc(CNC(=O)[C@@H]2CCCN2C(=O)[C@@H]2CCCN2C(=O)OC(C)(C)C)c1
  -0.1, -13, 3, -3
41: CCCCNC(=O)C1c2ccccc2OCC(=O)N1Cc1ccccn1 (configuration not stated)
  0.3, -20, -16, 13
42: CC1(C)OC(=O)C2=C(C[C@@H](C3CCCC3)O[C@H]2c2ccc(Cl)cc2)O1
  0.7, -5, -1, 21
43: CCOC(=O)c1cc2ccccc2n1C1CCN(CCc2ccccc2)CC1
  0.1, 13, -11, 4
44: CCCCN1C(=O)C(CC(=O)NC(c2ccccc2)c2ccccc2)CC(C(=O)N2CCCCCC2)=C1C (configuration not stated)
  -1.2, -10, 0, -1
45: CC1C(O)=C(c2ccccc2)P(=O)(Cc2ccccc2)C1C (configuration not stated)
  -3.1, 10, 6, 9
46: COc1ccc(Nc2c(CC(C)C)nc3nc(C)cc(C)n23)cc1
  0.3, 7, -15, 10
47: O=c1[nH][nH]c2c1[C@H](c1ccc(F)cc1)O[C@H](C1CCCCC1)C2
  -1.0, -19, -15, -7
48: CC(C)(C)C(=O)c1c(N)[nH]c(C(=O)c2ccccc2)c1-c1ccc(Br)cc1
  -0.4, -11, -16, -2
49: O=C(NC1CCCCC1)C1c2ccccc2OCC(=O)N1CCCN1CCOCC1 (configuration not stated)
  -0.3, -7, -2, -4
50: C/C=C/c1cccc(-c2nc(C(=O)N3CCOCC3)cc3c2[C@@H](CCO)N(C(=O)NC(C)C)C3)c1
  -0.2, 7, -21, 14
51: COC(=O)[C@]12CCCCC=C1N(CCC1=CCCCC1)C(=O)[C@H](CC(=O)N1CCN(C(=O)c3ccco3)CC1)C2
  0.2, -18, 17, 2
52: CN(C)C1CN(Cc2cn(Cc3cccc(C(F)(F)F)c3)nn2)S(=O)(=O)C1 (configuration not stated)
  -0.5, -7, 1, -14

# The listing continues:
# Order of results – iPSC survival up, NR2E3 ag, C8 TRAIL sens, HIF-2a inh
53: CC(C)(C)NC(=O)C1c2ccccc2OCC(=O)N1Cc1ccccn1 (configuration not stated)
  0.2, -6, -12, -3
54: CCCCn1nnnc1C(c1cc2ccccc2o1)N1CCN(c2ccncc2)CC1 (configuration not stated)
  -0.1, -2, 10, 1
55: COC(=O)c1ccc2nc(-c3ccccc3)c(Cc3ccc(C)cc3)n2c1
  0.8, -48, 11, -193
56: COc1cc(CNC(=O)OC2CC3CC2[C@H]2CCCCN2C3=O)cc(OC)c1 (some centres not stated)
  0.3, -21, -9, 6
57: CCCCCCCCN1C(=O)[C@H](CC(=O)N2CCCC2)C[C@@]2(C(=O)OC)CCCCC=C12
  0.5, 1, 28, 2
58: C[C@@H]1Cc2[nH][nH]c(=O)c2[C@H](C)O1
  -0.8, -9, 10, 13
59: CC(=O)O[C@@H](Cc1ccc(O)cc1)C(=O)CC(C)C
  0.5, -1, 8, 2
60: CCOC(=O)[C@]12CCC=C1N(Cc1cccc3ccccc13)C(=O)[C@H](CC(=O)NCCC(C)C)C2
  -1.1, 30, 15, -13
61: O=C1NC[C@@H](CCCCN2C[C@H](Cc3ccc(O)cc3)N(Cc3ccccc3)C(=O)C2=O)N(CC2CCCCC2)C1=O
  -0.2, -8, 11, 0
62: CC(C)n1c(=O)c2ccccc2n1CC(=O)N1CCOCC1
  0.3, -10, -2, 4
63: CCCCn1nnnc1C(c1cc2ccccc2o1)N1CCCC1 (configuration not stated)
  -0.2, -9, -1, -2

# Not all compounds are listed (hit frequency here may not be typical).
